Assay outcomes (PubChem)
A-T KAP1 phos: candidate therapy for ataxia-telangiectasia; […] A-T fibroblasts, KAP-1 phosphorylation AlphaLISA; neocarzinostatin DNA damage 30 min before lysis; Potency, µM (highest dose often 57.5 µM), without a hit: top-dose activation, most hits filed as activators; hit rate 0.19% among 320,000; further: potency means the concentration at half of the fitted maximal effect; % of control where 0% means no effect; nearly all actives have a fitted effect of over 45% in size
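ATM-like activity read as KAP-1 phosphorylation via AlphaLISA donor/acceptor antibody pairs after lysis and 6 hr at 25C. Cells were ATM-null patient fibroblasts ([…], hTERT), dosed 60 min, then exposed to the DSB inducer NCS for 30 min.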
TSHR antag: blocks TSH signaling through the human TSH receptor. hit rate 0.2% among 330,000. TSHR-expressing cells, TSH-stimulated cAMP HTRF, 2 h; hits give low values. P16473. activity change, negative = inhibition, % at 11.5 µM. AID 504810;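 active means activity change below a set negative limit, meaning inhibition stronger than a set level, cut at about -70% in these data; inconclusive means activity change between two set negative limits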; further: on the % scale 0 is the no-effect control and ±100 the full control effect
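Competitive HTRF cAMP read-out (cryptate anti-cAMP antibody, cAMP-d2; 30 min, room temperature) in freshly harvested TSHR cells. Compounds added before TSH at EC80 (4nM final), followed by 2 hours' incubation at 37 deg C.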
TCR activator: activates T cell receptor signaling | 330,000 tested, under 10 active | primary human leukocytes, anti-CD3, IL-2 HTRF, 48 h | AID 504894 | Potency, µM (highest dose often 9.22 µM), without a hit: at the highest dose activation of IL-2 secretion, hits mostly activators; further: % of control where 0% means no effect
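Compounds are tested in HTS on primary human leukocytes co-incubated with a-CD3 beads for 48 hr. IL-2 output is measured by time-resolved FRET.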
TRPV1 agonist: human TRPV1 agonism. Q8NER1. TRPV1-expressing cells, Fluo-8 calcium influx, agonist mode. activation, % at 8.33 µM. hit rate 0.19% among 320,000. AID 540275; in the data active means activation above about 80%; inconclusive means between about 30% and that limit; further: 0% is about no effect
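Fluo-8 calcium influx in TRPV1-expressing cells, kinetic read (ex 480/em 520 nm). Compound added and read 3 min for agonist activity, followed by capsaicin at EC20 final and 2 min further read for enhancement.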
hERG WT inh: KCNH2 (human, wildtype) channel inhibition | U2OS, BacMam KCNH2, thallium flux FluxOr; hits give low values | activity change, % at 1.84 µM | hit rate 0.37% among 340,000;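 active means maximum activity change below -70%; inconclusive means maximum activity change between -70% and -50%; inactive means maximum activity change above -50%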; further: on the % scale 0 is the no-effect control and ±100 the full control effect
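U2OS cells transduced with wild-type KCNH2 virus are loaded with FluxOr dye for 45 min, and thallium flux is measured in kinetic reads before and after stimulation buffer. Rate constants are normalized to DMSO controls.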
KCNH2 3.1 block: blocks the human KCNH2 3.1 channel isoform | hit rate 0.95% among 340,000 | U2OS KCNH2 3.1, thallium flux FluxOr; hits give low values | activity change, % (tested at about 1.8 µM) | AID 720553;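 active means maximum activity change below -70%; inconclusive means maximum activity change from -70% to -50%; inactive means maximum activity change above -50%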;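 further: thallium influx rate constant from kinetic fluorescence after stimulation buffer; on the % scale 0 is the no-effect control and ±100 the full control effect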
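Channel expression came from 3.1 mutant virus (1.77 x 10^8 /mL) applied to suspended U2OS cells for 4 h. Flux was tracked with FluxOr dye plus Red40 quencher, and kinetic rate constants normalized to controls.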
Mito fusion act: blocks mitochondrial division or promotes mitochondrial fusion; hit rate 0.23% among 320,000; S. cerevisiae fusion-defective mutant growth rescue, CellTiterGlo 48 h; Potency, µM (highest dose often 46.1 µM), without a hit: at the top dose growth rescue (activation), most hits filed as activators;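 further: potency means the concentration at half of the fitted maximal effect; % of control where 0% means no effect; nearly all actives have a fitted effect of over 45% in size; temperature-sensitive fusion mutants such as fzo1-1 at 37 °C on non-fermentable ethanol glycerol medium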
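S. cerevisiae fusion-defective temperature-sensitive mutants (e.g. fzo1-1, mgm1-5) grown 48 h at 37C in YPEG (ethanol/glycerol non-fermentable) medium with 23 nl compound per well; growth rescue read as CellTiterGlo luminescence.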
ELG1 DNA repair: blocks ELG1-dependent DNA repair in HEK293T cells; hit rate 2.3% among 330,000; Potency, µM (doses to about 46.1 µM), for inactives: at the highest dose activity change, negative = inhibition, actives largely listed as inhibitors; AID 504467; HEK293T ELG1-luciferase reporter, luminescence, 16 h; DNA damage induced by 5-fluorouridine; further: potency means the concentration at half of the fitted maximal effect; on the % scale 0 is the no-effect control and ±100 the full control effect; nearly all actives have a fitted effect of over 55% in size
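In this reporter screen, reduction of luminescence relative to DMSO vehicle indicated activity. Compounds and 5-fluorouridine were added together to 2,000 cells per well, incubated for 16 hr at 37 °C, then developed with ONE-Glo.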
USP2a block: inhibitors of human ubiquitin-specific protease USP2a; O75604; USP2 core, Ub-CHOP2 coupled fluorogenic reporter, 485/531; Potency, µM (series often up to 38.3 µM), without a hit: top-dose activity change, negative = inhibition, actives largely listed as inhibitors; hit rate 0.01% among 330,000;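 further: potency means the concentration at half of the fitted maximal effect; plate controls were DMSO wells for no effect and full inhibition by NEM control for full effect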
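Cell-free coupled assay: 10nM USP2 core preincubated 30min RT with compound in Tris-HCl pH 8.0/CaCl2/CHAPS buffer, then 25nM Ub-CHOP2 and 25nM reporter substrate; fluorescence (Ex 485/Em 531) read after 60min RT, normalized to NEM inhibition, concentration-response curves fitted.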
Eya2 phos inh: Eya2 (human) phosphatase inhibition. hit rate 0.006% among 330,000. Potency, µM (top dose mostly 76.9 µM), without a hit: at the top dose activity, negative = inhibition, hits mostly inhibitors. recombinant Eya2, OMFP fluorescence dephosphorylation (OMFP is methylfluorescein phosphate). O00167; further: potency means the concentration at half of the fitted maximal effect; on the % scale 0 is the no-effect control and ±100 the full control effect
Target sequence (O00167 whole entry, looked up): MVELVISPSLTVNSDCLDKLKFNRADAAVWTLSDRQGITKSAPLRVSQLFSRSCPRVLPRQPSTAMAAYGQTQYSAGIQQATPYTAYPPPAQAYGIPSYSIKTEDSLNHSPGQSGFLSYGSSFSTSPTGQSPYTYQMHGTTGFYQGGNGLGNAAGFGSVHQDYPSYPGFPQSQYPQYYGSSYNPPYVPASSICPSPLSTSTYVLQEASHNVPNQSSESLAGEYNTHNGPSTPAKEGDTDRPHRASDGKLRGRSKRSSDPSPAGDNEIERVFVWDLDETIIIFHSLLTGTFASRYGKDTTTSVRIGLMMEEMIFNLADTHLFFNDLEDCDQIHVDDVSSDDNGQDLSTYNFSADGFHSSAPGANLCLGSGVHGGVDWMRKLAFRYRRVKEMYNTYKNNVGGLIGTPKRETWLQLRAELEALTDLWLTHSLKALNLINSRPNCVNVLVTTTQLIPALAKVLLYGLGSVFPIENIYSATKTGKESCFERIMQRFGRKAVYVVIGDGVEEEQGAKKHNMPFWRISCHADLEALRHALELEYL
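Eya2 (0.2 uM) preincubated 10 min at ambient with compound, then OMFP substrate added at 50 uM; 10 min reaction in 50 mM HEPES pH 7.5, 50 mM NaCl, 5 uM MgCl2, 0.05% BSA, 1 mM DTT. Fluorescence read at Ex 485/Em 525 nm.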
An asterisk follows results filed as active; i = inactive; ? = inconclusive; / = not tested or not shown; & = joins results of further samples; [ ] = dose if it differs, or a comment. Unless noted, the call rests on the fitted dose curve; in most records, active means well fitted curve in the direction sought with a large enough effect; inconclusive means small, poorly fitted or top-dose-only effect, or another doubt; inactive means no such curve, though single readings can be large; an effect the other way counts as inactive or inconclusive. The list is partial, so the mix of outcomes need not match the whole.

SMILES	ELG1 DNA repair	TSHR antag	Mito fusion act	KCNH2 3.1 block	A-T KAP1 phos	hERG WT inh	USP2a block	TCR activator	Eya2 phos inh	TRPV1 agonist
COc1ccc(N2CC(C)Cn3c2nc2c3c(=O)n(CCN3CCOCC3)c(=O)n2C)cc1 (stereo not drawn)	8%	3	4%	-5	8%	3	-4%	1%	0%	0
CCN(CC)C(=O)c1ccc(-c2ccccc2)cc1	?	0	0%	4	6%	-3	4%	-4%	-8%	13
CC(C)(C)c1ccc(-c2csc(NNC3=NCCCCC3)n2)cc1	-2%	-9	4%	-8	-6%	-25	2%	1%	-18%	?
COc1cccc(C(c2c(O)nc(SC)n(C)c2=O)c2c(O)nc(SC)n(C)c2=O)c1	-2%	6	7%	-8	-3%	-1	-1%	1%	-21%	1
Cc1ccc(N2CC(C(=O)NCCCn3ccnc3)CC2=O)cc1 (stereo not drawn)	13%	-11	-1%	14	-3%	4	0%	0%	5%	-1
Cc1nc(-c2noc(-c3cccc(Cl)c3)n2)c(C(F)(F)F)o1	15%	18	-2%	-13	4%	-11	1%	3%	-3%	21
CC(C)(C)NC(=O)C(c1ccccn1)N(C(=O)c1ccc2c(c1)OCCO2)C1CCCC1 (stereo not drawn)	16%	1	2%	8	6%	3	0%	-2%	-13%	?
O=C(Nc1nc2ccccc2s1)C1=NN(c2ccccc2)C(=O)CC1	?	-5	8%	15	2%	0	4%	-5%	-13%	4
CCCc1cc(=O)[nH]c(SCC(N)=O)n1	3%	0	0%	3	8%	-1	0%	1%	11%	-4
Cc1ccccc1CC1(CO)CCCN(Cc2ccc(C#CC(C)(C)O)cc2)C1 (stereo not drawn)	-2%	-1	3%	/	0%	18	1%	3%	9%	15
O=C(NCCCn1ccnc1)C(=O)NCC1OCCN1S(=O)(=O)c1ccccc1 (stereo not drawn)	-16%	-3	2%	-2	-6%	i	1%	4%	5%	1
CCOc1cccc(OCCOCCOc2ccccc2C(C)=O)c1	7%	-9	3%	3	4%	4	-2%	-3%[46.1 µM]	7%	15

Full records, quoted from the list. Values in the order: ELG1 DNA repair	TSHR antag	Mito fusion act	KCNH2 3.1 block	A-T KAP1 phos	hERG WT inh	USP2a block	TCR activator	Eya2 phos inh	TRPV1 agonist
CC(C)(C)c1ccc(-c2csc(NNC3=NCCCCC3)n2)cc1 as listed: -2%	-9	4%	-8	-6%	-25	2%	1%	-18%	?
O=C(Nc1nc2ccccc2s1)C1=NN(c2ccccc2)C(=O)CC1 as listed: ?	-5	8%	15	2%	0	4%	-5%	-13%	4

Further structures
SMILES	ELG1 DNA repair	TSHR antag	Mito fusion act	KCNH2 3.1 block	A-T KAP1 phos	hERG WT inh	USP2a block	TCR activator	Eya2 phos inh	TRPV1 agonist
CNc1ncnc2c1ncn2[C@@H]1O[C@H](CO)[C@@H](O)[C@H]1O	?	-18&-3	-2%&-10%	16	-1%	5	0%	-1%	1%&-24%	0
Cc1cc(N2CCN(c3cccc(C(F)(F)F)c3)CC2)n2nc(C)nc2n1	-12%	-3	11%	-34	-3%	12	4%	0%	-2%	17
CN(C(=O)COC(=O)c1ccccc1NCCO)C1CCS(=O)(=O)C1 (stereo not drawn)	?	-4	3%	12	23%	2	2%	2%	4%	0
CCn1nc(C)cc1C(=O)N1CCCC(N2CCN(Cc3ccc4c(c3)OCO4)CC2)C1 (stereo not drawn)	2%	-3	-4%	4	4%	2	3%	-16%	9%	-4
COC(=O)[C@@H]1CCCN1C(=O)c1ccc(OC2CCN(Cc3ccccn3)CC2)cc1	?	-35	4%	0	-7%	6	3%	6%	-1%	7
Nc1cccn2c(-c3ccc(Cl)c(Cl)c3)cnc12	?	-8	0%	-27	-4%	-26	1%	3%	-2%	2
Cc1ccc(C(=O)O/N=C/C2=C(Cl)c3ccccc3CC2)cc1	-7%	5	2%	8	-6%	-5	2%	2%	18%	-1
O=C(O)CC1(CC(=O)N2CCOCC2)CCCC1	-7%	-3	-5%	-13	2%	-6	2%	-8%	-18%	-2
CCC(=O)Nc1nnc(-c2cccs2)s1	?	-6	7%	-8	3%	-5	3%	1%	0%	-1
CCC(CC)CN1C(N(C)C)=NC[C@@H]1CC(C)C	5%	11	-9%	-2	-9%	11	0%	-1%	6%	3
Cc1cc(S(=O)(=O)Nc2ccc(C(=O)NCC3(N(C)C)CCCCC3)cc2)ccc1F	1%	1	10%	-11	-2%	13	0%	-1%	1%	1
C=CCN1CCN(c2ccncc2S(=O)(=O)N2CCOCC2)CC1	?	14	-5%	-8	-3%	-3	1%	-1%	11%	12
C=CCc1ccc2oc(C(=O)OCC)cc(=O)c2c1O	12%	-8	1%	0	0%	-2	0%	3%	-2%	11
CC(=O)N1CCN(C(=O)c2ccc(Cl)c(NC(=O)c3cccs3)c2)CC1	7%	4	4%	1	4%	-9	2%	0%	11%	-2
COc1ccc(C2c3ccsc3CCN2C(=O)C(C)(C)C)cc1 (stereo not drawn)	?	-7	1%	-26	6%	14	-1%	0%	-17%	19
COc1ccc(/C=N/NC(=O)Nc2nonc2N)cc1	?	20	0%	-12	-2%	-8	-1%	-3%[46.1 µM]	11%	-2
CCCc1[nH]n(-c2ccc([N+](=O)[O-])cc2)c(=O)c1C(C)=NCc1ccncc1	?	-22	2%	22	-6%	14	1%	-2%	-1%	1
Cn1cc(Br)c(C(=O)Nc2sc3c(c2C#N)CCC3)n1	?	-11	15%	24	-3%	2	4%	0%	3%	17
CCOC(=O)c1c(C)[nH]c(C(=O)COc2ccc3ccc(=O)oc3c2)c1C	-2%	/	/	1	3%	-8	6%	-3%	11%	/
O=C(NC1=C(Nc2ccc(Cl)cc2)C(=O)c2ccccc2C1=O)c1ccccc1	?	13	?	-1	3%	2	0%	-2%[46.1 µM]	-1%	?
COc1ccc(CCCc2n[nH]c(=S)o2)cc1C	?	-2	-2%	-3	-3%	0	-4%	1%	8%	0
CCc1nnc(NC(=O)CSc2nnc(CNc3ccc(C)cc3)n2C)s1	14%	9	0%	16	7%	5	4%	2%	1%	2
Cc1nn(C)cc1-c1cc(C(=O)O)c2ccccc2n1	6%	-16	0%	11	-3%	2	1%	-1%	-4%	2
CC1CCCC(NC(=O)CCCn2c(=O)[nH]c3cc(Cl)ccc3c2=O)C1C (stereo not drawn)	?	8	1%	-4	-4%	5	6%	3%	21%	2

Part of the list above in order of length of the SMILES, ascending.
SMILES	ELG1 DNA repair	TSHR antag	Mito fusion act	KCNH2 3.1 block	A-T KAP1 phos	hERG WT inh	USP2a block	TCR activator	Eya2 phos inh	TRPV1 agonist
Cn1cc(Br)c(C(=O)Nc2sc3c(c2C#N)CCC3)n1	?	-11	15%	24	-3%	2	4%	0%	3%	17
COc1ccc(C2c3ccsc3CCN2C(=O)C(C)(C)C)cc1 (stereo not drawn)	?	-7	1%	-26	6%	14	-1%	0%	-17%	19
CCOC(=O)c1c(C)[nH]c(C(=O)COc2ccc3ccc(=O)oc3c2)c1C	-2%	/	/	1	3%	-8	6%	-3%	11%	/
O=C(NC1=C(Nc2ccc(Cl)cc2)C(=O)c2ccccc2C1=O)c1ccccc1	?	13	?	-1	3%	2	0%	-2%[46.1 µM]	-1%	?

Later entries:
SMILES	ELG1 DNA repair	TSHR antag	Mito fusion act	KCNH2 3.1 block	A-T KAP1 phos	hERG WT inh	USP2a block	TCR activator	Eya2 phos inh	TRPV1 agonist
OCCSc1nc(-c2ccccc2)nc2ccc(F)cc12	?	-1	?	-2	16%	/	1%	-5%	-12%	?
CC1CCN(CC(C)OC(=O)c2ccc3c(c2)OCCO3)CC1 (stereo not drawn)	?	11	-1%	22	6%	2	2%	-4%	12%	/
C=C[C@H](CC(C)C)N(Cc1ccccc1)S(=O)(=O)N(Cc1ccccc1)[C@@H](C=C)CC(C)C	16%	-7	/	10	-4%	-15	2%	-5%	12%	/
CCCC(CCC(=O)Nc1ccc(C(=O)OCC)cc1)C(=O)O (stereo not drawn)	0%	-13	-1%	6	-4%	-2	2%	0%[46.1 µM]	2%	-1
Cc1ccc(NC(=O)C2CCCN2C(=O)Oc2ccccc2)cc1 (stereo not drawn)	?	-2	-6%	1	17%	-14	2%	-2%	-6%	5
